Bioassay records from PubChem.
LMPTP block = LMPTP (human) inhibition | P24666 | hit rate 0.22% among 360,000 | recombinant LMPTP-A, OMFP fluorogenic substrate, fluorescence intensity | inhibition, % at 20 µM;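 active means compounds that cut the enzyme signal by at least half of the control window in the single-dose screen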;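 further: plate controls were DMSO wells with enzyme plus substrate for no effect and substrate without enzyme for full effect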
Target sequence (P24666 whole entry, looked up): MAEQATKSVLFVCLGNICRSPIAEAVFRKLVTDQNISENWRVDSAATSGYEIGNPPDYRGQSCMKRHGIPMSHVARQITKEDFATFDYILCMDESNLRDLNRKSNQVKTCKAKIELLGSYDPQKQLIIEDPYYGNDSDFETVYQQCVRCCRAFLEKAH
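Test system: LMPTP-A phosphatase enzyme. Amount: LMPTP-A at 0.625 nM final in the reaction. Reagent: OMFP substrate, 400 µM final. Times: 50 min at room temperature. Signal: endpoint fluorescence intensity from OMFP dephosphorylation. Read-out basis: % inhibition. Benchmarks: no-enzyme and uninhibited controls.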
Scp-1 inhibitor = blocks human Scp-1 phosphatase activity; Q9GZU7; Recombinant Scp1, phosphopeptide, malachite green phosphate absorbance; inhibition, % at 20 µM; hit rate 0.88% among 340,000; AID 493091;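 active means inhibition above about 50% at 20 µM, limit read from the data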;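 further: plate controls were DMSO wells with enzyme for no effect and wells lacking enzyme for full effect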
Target sequence (Q9GZU7 76-261 limits assumed): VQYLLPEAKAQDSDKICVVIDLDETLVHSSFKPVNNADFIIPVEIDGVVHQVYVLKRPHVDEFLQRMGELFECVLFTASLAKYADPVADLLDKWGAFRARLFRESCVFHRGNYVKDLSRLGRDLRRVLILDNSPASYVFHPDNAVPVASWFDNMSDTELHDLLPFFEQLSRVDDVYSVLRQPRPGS
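System: truncated SCP-1 phosphatase (76-261aa); medium: Tris acetate buffer pH 5.5 with MgCl2 and Tween-20; incubation: 45 min room-temperature reaction, 5 min colour, 30 min stabiliser; compound: single 20 µM dose, 1% DMSO; reagent: Phosphorylated 17-residue peptide substrate; read-out: % inhibition at 20 µM; technique: colorimetric free-phosphate detection, absorbance 630 nm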
MsrA inh = inhibits bovine methionine sulfoxide reductase A | AID 651718 | inhibition, % at 15.5 µM | purified bovine MsrA, absorbance read-out | hit rate 0.75% among 360,000; in the data active means inhibition above about 4.5%;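 further: 0% = vehicle wells with enzyme and 100% = reference inhibitor wells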
STEP inh = blocks human striatal-enriched tyrosine phosphatase | recombinant STEP, OMFP fluorogenic substrate, fluorescence | inhibition, % at 20 µM | hit rate 0.25% among 360,000 | AID 588621;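 active means inhibition at 20 µM, scaled per plate between control wells, above about 37%, limit read from the data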;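 further: 0% = DMSO with enzyme and substrate and 100% = substrate only without enzyme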
Target sequence (P54829 whole entry, looked up): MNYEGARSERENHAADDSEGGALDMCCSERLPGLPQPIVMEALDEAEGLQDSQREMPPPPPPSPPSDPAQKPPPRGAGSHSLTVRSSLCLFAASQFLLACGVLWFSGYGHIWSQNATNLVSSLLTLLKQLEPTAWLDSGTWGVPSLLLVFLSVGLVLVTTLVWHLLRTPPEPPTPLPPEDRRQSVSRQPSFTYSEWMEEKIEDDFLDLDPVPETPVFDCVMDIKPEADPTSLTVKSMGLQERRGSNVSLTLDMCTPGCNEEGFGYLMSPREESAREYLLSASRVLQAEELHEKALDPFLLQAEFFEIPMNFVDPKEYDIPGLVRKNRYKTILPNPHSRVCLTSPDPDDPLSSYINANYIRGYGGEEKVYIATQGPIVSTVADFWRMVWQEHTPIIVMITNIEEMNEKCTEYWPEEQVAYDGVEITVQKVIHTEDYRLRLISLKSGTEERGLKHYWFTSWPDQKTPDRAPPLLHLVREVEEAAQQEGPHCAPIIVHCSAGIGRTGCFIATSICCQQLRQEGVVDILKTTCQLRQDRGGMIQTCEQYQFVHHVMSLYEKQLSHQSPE
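Also added – OMFP at 25 µM · Test system – STEP tyrosine phosphatase · Technique – FITC-channel fluorescence of OMFP product · Schedule – 20 min at room temperature, dark · Evaluation – control-normalized % inhibition with plate pattern correction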
E coli Lon inh = inhibitors of E. coli Lon protease; P0A9M0; purified E. coli Lon protease, fluorescence polarization; inhibition, % at 7.94 µM; hit rate 0.42% among 360,000; AID 602123; in the data active means inhibition above about 13%, passing the limit was not always enough;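 further: 0% = enzyme with probe and DMSO and 100% = no enzyme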
SUMO1 PPI mod = SUMO1-SIM interaction modulation. P63165. SUMO1 binding to a labelled peptide, TR-FRET, 1 h. inhibition, % at 20 µM. hit rate 0.33% among 360,000. AID 602429; in the data active means inhibition above about 37%
Tb MetRS inh = Trypanosoma brucei MetRS inhibition | purified T. brucei MetRS, ATP depletion, Kinase-Glo luminescence | inhibition, % at 11.9 µM | hit rate 0.4% among 360,000;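 active means inhibition above a per-plate cutoff of the control wells' mean inhibition plus 3 SD, cut at about 5.5% in these data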;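 further: 0% = DMSO wells median and 100% = median of wells with control inhibitor compound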
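technique = Kinase-Glo luminescence, ATP depletion format | system = purified MetRS (methionyl-tRNA synthetase) enzyme from Trypanosoma brucei | timing = 15 min preincubation, 2 h reaction, all 25 °C | evaluation = percent inhibition versus plate control medians | dosing = single dose, 11.9 µM final nominal, 0.9% final DMSO | also added = substrates ATP, L-methionine and bulk Escherichia coli tRNA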
bovine MsrA act = activates bovine MsrA enzyme | purified bovine MsrA, absorbance read-out | activation, % at 10.6 µM | hit rate 0.3% among 360,000 | AID 602163; in the data active means activation above about 7.5%;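 further: 0% = vehicle and 100% = reference activator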
NRP1-CendR mod = modulators of CendR peptide binding to human neuropilin-1. O14786. FAM-RPARPAR peptide binding to NRP-1, fluorescence polarization. inhibition, % at 25 µM. hit rate 0.85% among 360,000;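 active means inhibition or corrected inhibition above about 18%, plus a signal ratio from 0.5 to 1.5, limit read from the data, passing the limit was not always enough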; further: strong numbers were not always called active
DNMT1 inh = inhibitors of human DNMT1; DNMT1 molecular beacon, Hinp1I cleavage, fluorescence; inhibition (reported as % activation of signal), % at 10 µM; hit rate 0.83% among 360,000; AID 588458; in the data active means inhibition above about 50%
An asterisk follows results filed as active; i = inactive; . = no result given.

SMILES	LMPTP block	Scp-1 inhibitor	MsrA inh	STEP inh	E coli Lon inh	SUMO1 PPI mod	Tb MetRS inh	bovine MsrA act	NRP1-CendR mod	DNMT1 inh
N#C/C(=C\c1ccc(N2CCCCC2)o1)C(=O)Nc1cccc(Br)c1	3.1	-1	0.4	-19	i	-13	-1.1	-5	136	9
COC(=O)c1ccc(Cl)c(NC(=O)CN2CCC(C)CC2)c1	-1.0	-6	0.8	-4	-10	2	-0.9	-2	-12	-2
O=C(N/C(=C/c1ccc(Br)cc1)C(=O)N1CCOCC1)c1ccco1	-0.5	-4	1.5	-1	4	0	-0.3	-3	-8	2
O[C@@H]1CN(CC2CCCCC2)[C@@H](c2ccccc2)C[C@H]1n1cc(C2CC2)nn1	1.6	.	0.8	-2	-2	0	1.1	2	-4	3
O=C1C2C3C=CC(C3)C2C(=O)N1Nc1ccccc1 (stereo not drawn)	-0.5	1	1.9	-3	-7	2	0.1	-1	5	4
COc1ccc(NC(=O)c2ccccn2)cc1S(=O)(=O)N1CCOCC1	0.2	7	1.0	2	-5	3	-1.3	-10	3	0
O=C(CS(=O)CC(=O)Nc1cnc2ccccc2c1)Nc1ccc(Cl)cc1 (stereo not drawn)	0.8	43	-0.2	21	6	-2	2.4	-2	-5	-2
COc1cccc(Cn2c3ccc(NC(=O)Cc4ccccc4C)cc3c(=O)n2C)c1	0.6	.	1.7	2	7	-2	-0.2	0	-5	-2
O=C(NN1CC(=O)N(c2cc(Cl)cc(Cl)c2)CC1=O)c1sccc1Cl	-0.9	1	1.2	-2	-2	1	-0.1	5	7	9
CCOC(=O)N1CCC(NC(=O)c2cccc3c2C(=O)N(c2ccc(OC)cc2)C3)CC1	2.9	52*	-1.3	4	-13	8	0.6	-1	-10	30
COc1cccc(CNc2nc(C(F)(F)F)nc3ccccc23)c1	2.3	-7	1.4	-4	-5	0	1.1	-6	4	-1
CCOc1ccc(C(=O)N[C@H](C(=O)NC2CCCCC2)C(C)C)cc1	-2.4	.	-1.7	-4	3	-1	0.1	5	-9	5
O=C(c1ccc(-c2ccc(Cl)cc2Cl)o1)N1CCOCC1	-0.8	-6	2.1	3	-3	-6	3.5	-4	-6	3
NC(=O)C1(N2CCCCC2)CCN(C(=S)NC2CCCC2)CC1	-2.8	-4	-1.6	-2	-1	0	0.5	-4	2	1
CCOC(=O)CSc1nnc(-c2cccnc2)n1Cc1ccccc1	0.2	-7	0.3	-3	-4	1	-0.4	-3	-14	5
CNC(=S)N1N=C(c2ccc(C)cc2)CC1c1ccc(Cl)cc1 (stereo not drawn)	1.3	-8	3.4	3	-2	-6	-0.5	-2	-2	-6
Cc1ccc(C(=O)NNC(=O)CSc2nnc(C(C)C)n2C)cc1	-2.5	-8	-0.1	0	-2	1	-0.7	0	20*	1
COc1ccc(C2=NN(C(=O)CCC(=O)O)C(c3ccc(Br)cc3)C2)cc1 (stereo not drawn)	0.6	8	-0.5	-1	-15	-4	-0.4	-3	6	1
CC(=O)c1c(C)[nH]c(C(=O)NNC(=O)c2ccc(C)cc2)c1C	-0.7	-5	-0.1	-1	-12	-4	-0.3	-2	4	8
CC1CCCC(NC(=O)COC(=O)c2ccc([N+](=O)[O-])o2)C1C (stereo not drawn)	1.4	-7	0.0	-2	-7	-22	-0.2	1	-2	-4
COC(=O)Cn1c(=O)c2c(nc(Br)n2CC(=O)OC)n(C)c1=O	0.9	-13	.	12	9	-2	-1.1	-3	2	5
Cc1cc(C)c(S(=O)(=O)N(C)CC(=O)NCC2CCCO2)c(C)c1 (stereo not drawn)	-2.4	-5	1.1	-1	0	0	-0.8	-4	-3	-2
CCCN1CNC(=S)N(c2cccc(C)c2)C1	-2.9	12	-0.8	2	1	3	0.1	-1	1	6
COc1cccc(-c2csc(N3CCN(C(=S)NCC(C)C)CC3)n2)c1	0.4	8	-0.5	-1	-10	4	-1.2	-8	-4	-3

Carrying on:
compound | LMPTP block | Scp-1 inhibitor | MsrA inh | STEP inh | E coli Lon inh | SUMO1 PPI mod | Tb MetRS inh | bovine MsrA act | NRP1-CendR mod | DNMT1 inh
CCOC(=O)N1CCN(C2OC(=O)c3ccccc32)CC1 (stereo not drawn) | -0.9 | 3 | 1.0 | -2 | -8 | 0 | -1.1 | -11 | -7 | 4
CCOc1ccccc1NC(=O)CSc1nnc(CNC(=O)c2c(F)cccc2Cl)o1 | -1.1 | -8 | 0.9 | -3 | -3 | -3 | 0.1 | -3 | 2 | -1
CCOC(=O)c1c(-n2cnnn2)sc(C)c1C | -1.2 | -5 | 0.6 | 0 | -1 | -1 | 0.0 | 0 | -13 | -2
Nc1nc(-c2ccccc2)c(N=Nc2cccnc2)s1 | 32 | -4 | 1.1 | 11 | 3 | -28 | -0.3 | -1 | 10 | 0
COc1ccc(CCNC(=S)NC(=O)c2cc(OC)c(OC)c(OC)c2)cc1OC | 1.1 | -7 | -0.7 | 4 | -2 | -10 | 2.4 | -3 | -2 | -2
Cc1ccc(NC(=O)Cc2cn(C)c3ccccc23)cc1F | 5.1 | -6 | -0.4 | 23 | -1 | 1 | 1.0 | -14 | 3 | 3
Cc1cccc(OCc2nnc(SCC(=O)Nc3ccc(C)c(C)c3)o2)c1 | 0.9 | 5 | 1.4 | 1 | 2 | 1 | -0.4 | 1 | -6 | -5
O=C(CNS(=O)(=O)c1ccc(Br)cc1)N1CCOCC1 | -1.1 | -4 | 0.4 | 1 | -8 | -1 | 0.2 | -2 | -3 | 2
C=CCn1c(O)c(CN2CCOCC2)c(C)c(C#N)c1=O | 0.2 | -7 | . | 0 | -3 | 1 | 0.2 | -2 | 2 | -9
COc1ccc(S(=O)(=O)N2CCN(CCC(=O)Nc3ccc(F)cc3)CC2)cc1 | 0.2 | -5 | -1.0 | -2 | -12 | -2 | -0.1 | -2 | 1 | -5
COc1ccccc1-c1cc(C(=O)Nc2ccc(F)cc2F)no1 | -1.0 | 0 | 1.4 | 0 | 7 | -1 | -0.4 | 0 | 6 | 5
COc1ccc(-c2noc(CCC(N)=O)n2)cc1OC | -0.8 | -2 | 0.1 | -5 | -1 | 4 | -0.1 | -1 | -15 | 2
CCCCN(Cc1ccccc1)c1ncnc2nc[nH]c12 | -0.1 | -197 | . | -2 | 1 | 3 | 0.1 | 3 | -17 | 4
CCOC(=O)N1CCC(=NNC(=O)c2ccc(O)cc2)CC1 | -1.0 | -4 | 0.3 | 1 | 1 | 0 | -0.4 | 2 | 8 | -3
Cc1ccc(-c2nn(C)c(=O)c3ccccc23)cc1CN1CCCCC1 | -4.0 | -10 | -0.7 | 1 | -5 | 10 | 0.0 | -3 | -2 | 1
Cc1ccc2c(c1)C1CN(C)CCC1N2Sc1ccccc1[N+](=O)[O-] (stereo not drawn) | 0.6 | -3 | 0.0 | 0 | -5 | 9 | 0.5 | -2 | 5 | -1
Cn1cc(S(=O)(=O)N2CCCC2)cc1C(=O)NCc1ccccc1 | -0.1 | -7 | 1.2 | -3 | 0 | -3 | 0.0 | -2 | -7 | -2
O=C(CSCc1ccc(C(=O)O)cc1)Nc1ccc2ccccc2c1 | -1.3 | -14 | 2.2 | -2 | 2 | 1 | 0.2 | -2 | 4 | -2
CC(NCC(=O)NCC(=O)Nc1ccc(F)cc1)c1cccc(C(F)(F)F)c1 (stereo not drawn) | 0.7 | -5 | -0.9 | -2 | 4 | -1 | 0.0 | 0 | -4 | 3
N#C/C(=C\c1cccs1)c1nc2ccccc2[nH]1 | 1.3 | -3 | 1.0 | 1 | 3 | -10 | 0.9 | -7 | -16 | -2
CCCCCCCCN1C(=O)[C@H](CC(=O)N2CCOCC2)C[C@@]2(C(=O)OCC)CCCC=C12 | -0.5 | . | 0.8 | . | 6 | 4 | -1.4 | -6 | 2 | .
CCc1ccccc1NC(=O)Cn1nnc(-c2cccnc2)n1 | -0.1 | 0 | 0.1 | 0 | 0 | 0 | 1.5 | -2 | -6 | 4
Nc1cc2c(cc1Br)[nH]c(=O)c1ccccc12 | 1.1 | -3 | 0.8 | 6 | -13 | -9 | 0.1 | 5 | 17 | -5
CCn1c(C)nc2cc(S(=O)(=O)Nc3ccc(C)cc3)ccc21 | -0.5 | 22 | 0.4 | -2 | 2 | 0 | -0.9 | -1 | -12 | 6
O=S(=O)(c1ccc(-c2ccon2)s1)N1CCOCC1 | -1.8 | -7 | 0.6 | -2 | -10 | -11 | 0.0 | -3 | 22 | 0
CCCCn1c(N)c(N(CC(C)C)C(=O)c2ccc(-n3c(C)ccc3C)cc2)c(=O)[nH]c1=O | -3.6 | -3 | 2.0 | -3 | 2 | 3 | -0.4 | -4 | -16 | 0
Oc1ccc2nnc3c(Br)cnn3c2c1 | -1.0 | 9 | 1.9 | -8 | 134* | -17 | -0.5 | -3 | 76 | 3
